# Source: PubChem BioAssay
# S3 lipid droplet: qHTS Assay for Lipid Storage Modulators in Drosophila S3 Cells; lipid storage change, negative = inhibition, % at the top dose, mostly 46.1 µM; hits show Potency in µM; 320,000 compounds, 0.64% hits; Drosophila S3 cells, BODIPY lipid droplet fluorescence, 18-24 h; cells fed with added oleic acid; active = well fitted inhibition curve with a large enough effect in the signal ratio, with a control signal flat, not every such curve was filed as active; inconclusive = small, poorly fitted or top-dose-only effect, or effect the other way, or a change in a side signal; the % refers to the signal ratio
#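 Drosophila S3 cells got compounds at several concentrations plus oleic acid (400 uM solution). Laser-scanning cytometry with 488 nm excitation read lipid droplets at 500-530 nm and cells at 575-640 nm. Percent activity was relative to 20 uM Triacsin C.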
# S3 lipid droplet cell count max: further read-out of S3 lipid droplet, marked with its call; cell number change, %; measured here: cell count max response;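 cells counted by Cell Tracker Red CMTPX staining in the red channel; peak over a dose series mostly up to 46.1 µM; percent activity relative to internal control wells on each plate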
# An asterisk follows results filed as active; i = inactive; ? = inconclusive; / = not tested or not shown. % is scaled to controls: 0 for no effect and ±100 for the full control effect; potency is read from the fitted curve at half-maximal effect.
SMILES,S3 lipid droplet,S3 lipid droplet cell count max
Cc1ccc(-n2nnnc2-c2cnoc2-c2cccc(F)c2)cc1,2%,-9
C#CCN(C)CC/C=C1\c2ccccc2CSc2ccccc21,7%,-5
CN1C(=O)C(O)(C2OC(C)(C)CCC2=O)c2ccccc21 (stereo unspecified),0%,15
COc1cc(NC(=O)C2=C(C)OCCS2)c(Cl)cc1C(=O)NCCN(C)C,i,15
O=C(CN(c1cc(Cl)ccc1Cl)S(=O)(=O)c1ccccc1)N1CCOCC1,?,/
O=C(O)c1cccc(-n2cccc2/C=C2/NC(=O)N(Cc3ccccc3F)C2=O)c1,?,/
Cc1nc(NC(=O)CSc2nc(N)cc(N)n2)sc1C,?,/
CCCn1c(C)cc(/C=C(\C#N)C(=O)OCC(=O)Nc2ccc(OC)c(Cl)c2)c1C,3%,10
O=C(CN1CCN(c2ncc(C(F)(F)F)cc2Cl)CC1)Nc1ccc2c(c1)OCO2,?,/
CCC(C)(C(=O)NC1CCCCC1)N(Cc1ccco1)C(=O)c1ccc2c(c1)OCO2 (stereo unspecified),?,/
COc1ccc(-c2noc(COc3ccc4c(c3)OCO4)n2)cc1OC,?,/
c1ccc(-c2cnc(CN3CCN(c4ccccc4)CC3)o2)cc1,?,/
CCOc1ccc(NS(=O)(=O)c2ccc(NS(=O)(=O)c3ccccc3)cc2)cc1,?,/
CCn1c(-c2cc(Cl)ccc2OC)n[nH]c1=S,?,/
CC(Oc1ccc2c3c(c(=O)oc2c1)CCCC3)C(=O)NCc1ccccn1 (stereo unspecified),?,/
C/C(=N\NC(=O)c1ccc(F)cc1)c1ccccn1,?,/
CSc1nc(N2CCOCC2)c2c3c(sc2n1)CCC3,?,/
COc1ccc(N2CCN(CC(=O)c3c[nH]c4ccccc34)CC2)cc1,1%,15
COc1ccc(S(=O)(=O)NCCNC(=O)N2CCOCC2)cc1,5%,/
CC(CCc1ccccc1)NC(=O)C(=O)NCCO (stereo unspecified),?,/
C=CCNC(=O)c1ccc(Cl)cc1Cl,-23%,-11
COc1ccc(NS(=O)(=O)c2cc(NC(=O)CNC(=O)c3cccc(OC)c3)ccc2C)cc1,?,/
CN(CCCC(=O)Nc1nccs1)S(=O)(=O)c1ccc(Cl)cc1,?,/
COc1cc(CCNC(=O)CCCn2c(=O)c3cccn3c3cccnc32)cc(OC)c1OC,?,/
Cc1ccccc1NC(=O)C1(NC(=O)c2cccc(N3C(=O)CSC3c3ccccc3)c2)CCCCC1 (stereo unspecified),?,/
COc1cccc(CNC(=O)c2ccc(NC(=O)CC3SC(N4CCCCC4)=NC3=O)cc2)c1 (stereo unspecified),-26%,12
O=C(O)c1ccccc1NCN1C(=O)C2CC=C(Cl)CC2C1=O (stereo unspecified),1%,8
Cc1ccc(Nc2nc(-c3ccc(S(=O)(=O)N4CCCC4)cc3)cs2)cc1C,?,/
CCCc1cc(C(=O)OC)c(NC(=O)CCCC(=O)O)s1,?,/
O=C(NC1CCCCC1)C(Cc1ccccc1)NS(=O)(=O)c1cccs1 (stereo unspecified),?,/
Cc1ccc([N+](=O)[O-])cc1S(=O)(=O)NCCc1c(C)[nH]c2c(C)cccc12,18%,6
Cc1ccc(N2CC(C(=O)Nc3nnc(C)s3)CC2=O)cc1 (stereo unspecified),i,/
Cc1cc(NC(=O)c2ccc(F)cc2)n(-c2ccccn2)n1,?,/
CCCCSCc1[nH]c(=O)[nH]c1C(=O)CCCCC(=O)OCC,?,/
CC(C)CCn1c(CN2CCN(C(=O)c3ccco3)CC2)nc2c1c(=O)n(C)c(=O)n2C,?,/
CC(C)(C)NC(=O)/C(=C/c1ccco1)c1ccccc1,3%,-15
COc1ccc(CNCCC(c2ccccc2)c2ccc(OC(C)C)cc2)cc1OC (stereo unspecified),?,/
CCN(CCN(C)C)C(=O)Cn1ncc2c1-c1cc(C)ccc1OC2,?,/
CC(C)(C)OC(=O)NCCOC(=O)c1[nH]cnc1C(=O)NCc1ccccc1,?,/
CCOC(=O)c1cc(S(=O)(=O)NC2CCN(C(=O)OCC)CC2)cn1C,?,/
Cn1c(=O)c(C(=O)Nc2ncccn2)c(O)c2ccccc21,?,/
CC(=O)N1c2ccccc2S(=O)(=O)c2ccccc21,?,/
COCc1c(Br)c(C)nc(OCC(=O)N/N=C/c2ccc(C)o2)c1C#N,0%,-17
CC(NCC(c1ccco1)N1CCCCC1)C(=O)NC1CCCC1 (stereo unspecified),-1%,21
COC(=O)[C@@H]1CCCN1Cc1c(C(=O)N2CCCCC2)nc2c(C)cccn12,?,/
CCCCn1c(N)c(N(CCOC)C(=O)C2CCN(C(=O)c3ccccc3C)CC2)c(=O)[nH]c1=O,?,/
CC(=O)NC(=S)Nc1cccc(S(=O)(=O)NC2=NCCC2)c1,-3%,4
COc1ccc2nccc(/C=C/c3ccnc4ccc(OC)cc34)c2c1,7%,-7
CN(C(=O)c1ccc2c(=O)n3c(nc2c1)CCCCC3)c1ccccc1Cl,?,/
Cc1nc(SC(C)C)[nH]c(=O)c1Cc1ccccc1,?,/
Cn1cccc1/C=N/NC(=O)CNc1ccc2ccccc2c1,?,/
O=C(CN1C(=O)c2ccccc2C1=O)Nc1sc2c(c1C(=O)NCC1CCCO1)CCC2 (stereo unspecified),12%,1
O=C(N/N=C\c1ccco1)Nc1cccc(Cl)c1,21%,0
COc1ccc(-n2nc(C(=O)NCC(=O)NCCCN3CCOCC3)c3ccccc3c2=O)cc1OC,?,/
COc1ccccc1N1CCN(C(=O)CCCC2=NS(=O)(=O)c3ccccc3N2)CC1,?,/
COc1cc(-c2nc3cnccn3c2Nc2ccc3c(c2)OCCO3)ccc1O,?,/
Cc1nc(S(=O)(=O)Nc2ccc3c(c2)OCCO3)cn1C,?,/
Cc1cccc(C)c1NC(=O)CSc1nc2[nH]c(=O)cc(O)c2s1,-5%,-6
COc1ccccc1-c1nc(-c2cccc(C)c2)no1,?,/
CC(C)(C)C(=O)O/N=C(\N)Cc1ccc(-c2csnn2)cc1,4%,16

# Later entries.
SMILES,S3 lipid droplet,S3 lipid droplet cell count max
Cn1nnc2c[n+](CC(=O)c3ccc4ccccc4c3)cc(Br)c21,?,/
Cc1ccc2c(C)c(C(=O)N(Cc3ccncc3)CC3CCCO3)oc2c1C (stereo unspecified),?,/
Cc1ccc(Nc2ccc(-n3ccnc3)nn2)cc1C,-5%,-12
Cc1ccc(S(=O)(=O)NNC(=O)c2ccncc2)cc1[N+](=O)[O-],?,/
Cc1ccc(/C=N/NC(=O)Cc2c(F)cccc2Cl)s1,i,13
COCCn1nnnc1CN1CCOCC1,?,/
COc1ccc(C2N(c3cc(Cl)ccc3OC)C(=O)C3CCCN32)c(OC)c1 (stereo unspecified),?,/
CC(C)Cc1nc(SCC(=O)NCc2ccccc2)n[nH]1,2%,4
Cc1ccc(S(=O)(=O)N2CCOC23CCN(C(=O)C(=O)NCCC(C)C)CC3)cc1,?,/
CCOCCn1c2ccccc2c2nc3ccccc3nc21,?,/
CC(NC(=O)Cn1cnnn1)c1cccc(C(F)(F)F)c1 (stereo unspecified),i,/
O=C(Sc1nnnn1C1CCCCC1)c1cccs1,i,/
COc1ccc(-c2ccc(=O)n(CC(=O)Nc3cccc(O)c3)n2)cc1OC,?,/
CC(C)CCn1c(=O)c2sccc2n2c(CCCC(=O)N3CCC(N4CCCCC4)CC3)nnc12,i,/
CC(=O)Nc1ccc(S(=O)(=O)NCc2ccc(C(=O)NCc3ccc(Cl)cc3)cc2)cc1,?,/
Cc1ccccc1-c1cc(C(=O)NCc2cccc(C(F)(F)F)c2)nn1CC1CC(c2cccc([N+](=O)[O-])c2)=NO1 (stereo unspecified),?,/
COc1ccccc1-c1nc(SC)n[nH]1,?,/
OCCNCC(O)Cn1ccc2ccccc21 (stereo unspecified),?,/
NC(=O)CN1CCN(Cc2ccc3c(c2)OCO3)CC1,?,/
CN(C)c1ccc(CN2CCCC(O)C2)cc1 (stereo unspecified),?,/

# For reference, some entries already given:
SMILES,S3 lipid droplet,S3 lipid droplet cell count max
CN1C(=O)C(O)(C2OC(C)(C)CCC2=O)c2ccccc21 (stereo unspecified),0%,15
COc1cc(NC(=O)C2=C(C)OCCS2)c(Cl)cc1C(=O)NCCN(C)C,i,15
O=C(CN(c1cc(Cl)ccc1Cl)S(=O)(=O)c1ccccc1)N1CCOCC1,?,/
O=C(O)c1cccc(-n2cccc2/C=C2/NC(=O)N(Cc3ccccc3F)C2=O)c1,?,/
Cc1nc(NC(=O)CSc2nc(N)cc(N)n2)sc1C,?,/
CCCn1c(C)cc(/C=C(\C#N)C(=O)OCC(=O)Nc2ccc(OC)c(Cl)c2)c1C,3%,10
O=C(CN1CCN(c2ncc(C(F)(F)F)cc2Cl)CC1)Nc1ccc2c(c1)OCO2,?,/
CCC(C)(C(=O)NC1CCCCC1)N(Cc1ccco1)C(=O)c1ccc2c(c1)OCO2 (stereo unspecified),?,/
COc1ccc(-c2noc(COc3ccc4c(c3)OCO4)n2)cc1OC,?,/
c1ccc(-c2cnc(CN3CCN(c4ccccc4)CC3)o2)cc1,?,/
CCOc1ccc(NS(=O)(=O)c2ccc(NS(=O)(=O)c3ccccc3)cc2)cc1,?,/
CCn1c(-c2cc(Cl)ccc2OC)n[nH]c1=S,?,/
CC(Oc1ccc2c3c(c(=O)oc2c1)CCCC3)C(=O)NCc1ccccn1 (stereo unspecified),?,/
C/C(=N\NC(=O)c1ccc(F)cc1)c1ccccn1,?,/
CSc1nc(N2CCOCC2)c2c3c(sc2n1)CCC3,?,/
COc1ccc(N2CCN(CC(=O)c3c[nH]c4ccccc34)CC2)cc1,1%,15
COc1ccc(S(=O)(=O)NCCNC(=O)N2CCOCC2)cc1,5%,/
CC(CCc1ccccc1)NC(=O)C(=O)NCCO (stereo unspecified),?,/

# Later entries.
SMILES,S3 lipid droplet,S3 lipid droplet cell count max
CCOc1ccc(CCNC(=O)COC(=O)Cn2cnc3c2c(=O)n(C)c(=O)n3C)cc1OCC,?,/
CC(=O)N1CCN(CCN=CC2=C(O)CC(c3ccc(Cl)cc3)CC2=O)CC1 (stereo unspecified),16%,0
O=[N+]([O-])c1cccc(S(=O)(=O)N2CCCCC2)c1,i,3
CC(c1ccccc1)C1CC(=O)N(c2ccc([N+](=O)[O-])cc2)C1=O (stereo unspecified),-9%,0
O=C(CSc1nnc(NC(=O)c2ccco2)s1)Nc1ccc(F)cc1F,-11%,10
CC(=O)Nc1ccccc1C,?,/
CCOC(=O)C1CCCN(C(=O)c2cc(Nc3ccc(OC)c(OC)c3)nc3ccccc23)C1 (stereo unspecified),4%,/
Cc1cc(C)cc(C(=O)Nc2c3c(nn2C(C)(C)C)CS(=O)(=O)C3)c1,i,/
Cc1cc(=O)n2nc(N3CCCC(C(=O)NCCc4ccccc4)C3)sc2n1 (stereo unspecified),?,/
CCOc1ccc(CCNC(=O)CCNC(=O)c2ccc(Br)cc2)cc1OCC,?,/
COc1ccc(N(C(=O)c2snc(C(N)=O)c2N)C(C(=O)NC2CCCC2)c2ccco2)cc1OC (stereo unspecified),-8%,13
O=c1c2ccccc2nnn1Cc1ccccn1,17%,11
COc1cc([C@@H]2c3cc4c(cc3[C@@H](O)[C@@H](CO)[C@@H]2CO)OCO4)cc(OC)c1O[Si](C)(C)C(C)(C)C,?,/
O=C(CCC(=O)N1CCCC1)Nc1nnc(C(F)(F)F)s1,18%,11
O=c1c2[nH]c3ccc(F)cc3c2ncn1CCCn1ccnc1,1%,14
COc1cccc(NC(=O)c2cccnc2)c1,?,/
Cc1c(CCC(=O)NCCC(=O)O)c(=O)oc2cc3occ(-c4ccccc4)c3cc12,?,/
CC(C)C[C@H](NC(=O)c1nc[nH]c1C(=O)N[C@@H](CC(C)C)C(=O)OC(C)(C)C)C(=O)OCc1ccccc1,?,/
COC(=O)c1cccc(S(=O)(=O)N2CCC(n3nnc4cc(F)ccc43)CC2)c1,i,-14
CCCCn1c(CN2CCN(C(=O)c3ccco3)CC2)nc2c1c(=O)n(C)c(=O)n2C,0%,4
O=S(=O)(Nc1ccc(N2CCCCC2)cc1)c1ccc(F)cc1,?,/
Cc1cc(C)cc(C(=O)N2CC(C)SC2=Nc2cccc(S(=O)(=O)N(C)C)c2)c1 (stereo unspecified),-6%,-3
CC(=O)c1ccc(NC(=O)C[n+]2cccc(C)c2)cc1,12%,-11
COc1ccc(Nc2ncnc3c2cnn3Cc2ccc(C)cc2)cc1,i,15
Cc1occc1C(=O)O/N=C(\N)c1ccc(Cl)cc1,?,/
COc1ccc(S(=O)(=O)N(Cc2ccccc2)c2ccccc2C(=O)N2CCOCC2)cc1,?,/
COc1cc(NC(=O)C2CC(=O)N(CCc3ccccc3)C2)cc(OC)c1 (stereo unspecified),?,/
CCOC(=O)CC(=O)CSc1nc2c(cc1C#N)CCCCC2,?,/
CCc1ccc(CC)c(S(=O)(=O)Nc2ccc(O)c(C(=O)O)c2)c1,?,/
Cc1ccc(NC(=O)[C@@H]2CCCN2S(=O)(=O)c2ccccc2F)cc1,0%,/
COc1cc(C=NCC2OCCc3ccccc32)cc(OC)c1 (stereo unspecified),0%,29
COc1ccc(NC(=O)Cc2ccccc2F)cn1,1%,-4
Cc1ccc(CN(C)C(=O)c2ccc3c(c2)NC(=O)CS3)o1,26%,11
COc1ccc(C)cc1NC(=O)NC1CCCCCCC1,?,/
O=C(COc1ccc(S(=O)(=O)N2CCOCC2)cc1Cl)N1CCCC1,?,/
O=C(CSc1cn(CCNC(=O)c2ccccc2F)c2ccccc12)NCC1CCCO1 (stereo unspecified),?,/
COc1ccc(S(=O)(=O)N(CC(=O)NC2CCCCC2)c2ccc(F)cc2)cc1,-9%,10
O=C(Nc1ccc2ncccc2c1)c1ccccc1Br,?,/

# This is a subset; count on the stated rates, not on these rows.
